# High-throughput results as filed in PubChem.
# USP8 inh: human USP8 deubiquitinase inhibition. P40818. purified USP8, Ub-rhodamine cleavage fluorescence, 30 min. inhibition, % at 20 µM. hit rate 4.2% among 47,000
# USP17 inh: blocks human USP17 ubiquitin-rhodamine cleavage; A8MUK1; purified USP17, Ub-rhodamine cleavage fluorescence, 3 h; inhibition, % at 50 µM; hit rate 6.5% among 47,000
# USP30 block: inhibitors of human USP30 deubiquitinase | inhibition, % at 25 µM | AID 1645860 | hit rate 5.3% among 47,000 | purified USP30, Ub-rhodamine cleavage fluorescence | Q70CQ3
# OTUD3 inh: blocks human OTUD3 ubiquitin-rhodamine cleavage; purified OTUD3, Ub-rhodamine fluorescence, 2 h; inhibition, % at 25 µM; hit rate 0.7% among 47,000; AID 1645858
# USP10 inh: blocks human USP10 ubiquitin-rhodamine cleavage; Q14694; purified USP10, Ub-rhodamine fluorescence, 60 min; inhibition, % at 20 µM; hit rate 1.1% among 47,000
# Target sequence (Q14694 whole entry, looked up): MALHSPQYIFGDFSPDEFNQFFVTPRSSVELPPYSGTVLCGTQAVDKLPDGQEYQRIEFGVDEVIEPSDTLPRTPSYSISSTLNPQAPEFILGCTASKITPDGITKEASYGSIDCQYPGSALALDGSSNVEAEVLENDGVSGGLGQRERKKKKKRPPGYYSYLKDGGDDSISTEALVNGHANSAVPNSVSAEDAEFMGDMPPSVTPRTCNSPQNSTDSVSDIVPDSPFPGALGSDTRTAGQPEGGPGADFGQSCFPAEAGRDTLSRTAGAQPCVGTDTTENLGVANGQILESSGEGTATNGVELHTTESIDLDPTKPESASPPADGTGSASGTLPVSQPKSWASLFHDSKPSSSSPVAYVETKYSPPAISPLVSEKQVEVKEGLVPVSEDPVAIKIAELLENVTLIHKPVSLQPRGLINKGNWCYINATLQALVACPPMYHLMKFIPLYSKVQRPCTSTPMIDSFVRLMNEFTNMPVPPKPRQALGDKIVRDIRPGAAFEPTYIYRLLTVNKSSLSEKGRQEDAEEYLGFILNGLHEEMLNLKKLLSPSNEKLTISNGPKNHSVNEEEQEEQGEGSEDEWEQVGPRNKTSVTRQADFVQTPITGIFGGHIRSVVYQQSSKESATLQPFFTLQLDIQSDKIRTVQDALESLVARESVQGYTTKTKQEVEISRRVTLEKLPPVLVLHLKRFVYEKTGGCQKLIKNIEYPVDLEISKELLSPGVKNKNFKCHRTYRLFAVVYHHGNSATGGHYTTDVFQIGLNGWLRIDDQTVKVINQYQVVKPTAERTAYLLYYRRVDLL
# USP28 inh: human USP28 deubiquitinase inhibition | inhibition, % at 25 µM | hit rate 3% among 47,000 | AID 1645857 | purified USP28, Ub-rhodamine cleavage fluorescence, 30 min
# USP7 block: inhibitors of human USP7 deubiquitinase; Q93009; purified USP7, Ub-rhodamine cleavage fluorescence; inhibition, % at 20 µM; hit rate 0.3% among 47,000; AID 1645854
# UCHL1 inh: human UCHL1 deubiquitinase inhibition; hit rate 0.2% among 47,000; purified UCHL1, Ub-rhodamine cleavage fluorescence; P09936; inhibition, % at 20 µM; AID 1645859
# Target sequence (P09936 whole entry, looked up): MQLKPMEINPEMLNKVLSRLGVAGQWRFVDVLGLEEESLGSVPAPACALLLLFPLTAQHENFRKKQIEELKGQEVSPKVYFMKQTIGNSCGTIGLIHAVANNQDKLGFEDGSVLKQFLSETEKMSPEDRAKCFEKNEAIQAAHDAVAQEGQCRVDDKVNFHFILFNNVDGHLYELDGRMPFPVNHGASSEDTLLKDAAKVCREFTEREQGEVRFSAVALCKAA
# Numbers without * were called inactive; i = inactive; · = no result given. Rule as the data show it: active = inhibition above about 30%; inactive = the rest.
mol	USP28 inh	UCHL1 inh	OTUD3 inh	USP7 block	USP10 inh	USP30 block	USP8 inh	USP17 inh
Cc1ccc(CCNC(=O)C2CCC(=O)N2Cc2cccnc2)cc1 (stereo unspecified)	11.6	1.5	19.3	7.5	0.6	20.0	-1.6	13.5
Cc1cc(O)c2c3c(c(O)c4c(c13)O[C@@H](C)C4(C)C)C(=O)C2=O	30.6*	-27.1	10.5	-29.7	-2.1	0.0	-140.1	83.4*
c1ccc(CN2CCCn3c(nc4ccccc43)C2)nc1	-9.6	-2.3	-0.6	0.4	-3.2	1.7	-0.6	0.2
CCn1nccc1-c1cccc(-c2noc(-c3cccnc3Cl)n2)c1	-0.1	5.9	-3.4	-2.4	2.9	-15.0	-0.2	-6.2
Cc1ccc(CNC(=O)[C@H](C)NC(=O)N2CCn3c2nc2ccccc23)cc1	47.1*	-1.4	21.0	1.0	2.9	80.4*	-20.0	65.3*
COc1ccc(C)cc1S(=O)(=O)NCC(c1ccc2c(c1)CCCN2C)N1CCCC1 (stereo unspecified)	-106.5	-12.0	-76.8	-15.8	-6.4	-404.4	-58.9	-104.6
CCc1c(OC)cc2c(c1O)C(=O)CCC2O (stereo unspecified)	-11.7	-2.1	-12.3	6.7	1.6	-0.9	4.0	-18.6
Cc1ccc2[nH]c3c(=O)n(CCc4ccccc4)cnc3c2c1	-3.2	1.4	-0.7	6.3	12.3	29.7	31.6*	12.1

# One compound at a time, from the list above. Order of values: USP28 inh | UCHL1 inh | OTUD3 inh | USP7 block | USP10 inh | USP30 block | USP8 inh | USP17 inh
# Entry for c1ccc(CN2CCCn3c(nc4ccccc43)C2)nc1 : -9.6 | -2.3 | -0.6 | 0.4 | -3.2 | 1.7 | -0.6 | 0.2
# Entry for Cc1ccc(CCNC(=O)C2CCC(=O)N2Cc2cccnc2)cc1 (stereo unspecified) : 11.6 | 1.5 | 19.3 | 7.5 | 0.6 | 20.0 | -1.6 | 13.5
# Entry for Cc1ccc(CNC(=O)[C@H](C)NC(=O)N2CCn3c2nc2ccccc23)cc1 : 47.1* | -1.4 | 21.0 | 1.0 | 2.9 | 80.4* | -20.0 | 65.3*
# Entry for CCc1c(OC)cc2c(c1O)C(=O)CCC2O (stereo unspecified) : -11.7 | -2.1 | -12.3 | 6.7 | 1.6 | -0.9 | 4.0 | -18.6
# Entry for COc1ccc(C)cc1S(=O)(=O)NCC(c1ccc2c(c1)CCCN2C)N1CCCC1 (stereo unspecified) : -106.5 | -12.0 | -76.8 | -15.8 | -6.4 | -404.4 | -58.9 | -104.6

# Two compounds from above, reduced to UCHL1 inh.
Molecule | UCHL1 inh
COc1ccc(C)cc1S(=O)(=O)NCC(c1ccc2c(c1)CCCN2C)N1CCCC1 (stereo unspecified) | -12.0
CCc1c(OC)cc2c(c1O)C(=O)CCC2O (stereo unspecified) | -2.1

# Other results follow.
mol	USP28 inh	UCHL1 inh	OTUD3 inh	USP7 block	USP10 inh	USP30 block	USP8 inh	USP17 inh
O=C(CSc1nc2ccccc2[nH]1)N1CCN(C(=O)c2ccco2)CC1	0.5	0.3	6.9	2.6	-0.1	0.9	0.7	-4.0
O=C(NCC(F)F)[C@H]1CN(Cc2ccccc2)C[C@@H]1C(=O)c1ccccc1	21.6	2.3	15.8	-2.7	-0.9	16.6	17.1	13.3
O=C(CCCn1c(=O)c2ccccc2n(CC(=O)NCC2CCCO2)c1=O)NCc1ccc(F)cc1 (stereo unspecified)	0.0	-4.9	9.3	-3.9	-0.5	14.4	0.6	13.0
O=C(CNC(=O)c1ccccc1C(=O)O)c1ccccc1	-7.9	-4.5	-7.1	-1.7	-0.6	-4.6	-13.2	-16.5
O=C(c1cn(-c2ccccc2)nn1)N1CCCCC1	-15.4	-1.8	-7.8	-4.9	-6.0	-41.4	-11.0	·
COc1ccc(NC(=O)C2=Cc3ccccc3OC2)cc1	17.8	2.2	10.4	3.9	4.6	33.6*	13.8	11.9
Cc1cc(-c2cnc(N3CCC(O)CC3)nc2[C@@H]2CCCO2)on1	-6.2	-2.8	2.7	0.1	1.9	1.1	-0.7	-1.8
CC(=O)c1ccc(NC(=O)CC2COc3ccccc3NC2=O)cc1 (stereo unspecified)	-0.8	-2.7	-1.8	-13.6	-3.4	-22.9	1.1	-3.3
O=C(NC1CCCCC1)c1ccc2c(c1)nc1n2CCN(CCCO)C1	-8.8	-6.5	-8.5	-3.8	0.3	-18.4	3.1	-0.7
O=C1[C@H]2Cc3c([nH]c4ccccc34)C(CCc3ccccc3)N2C(=O)CN1CCCN1CCOCC1 (stereo partly specified)	-16.2	1.9	-6.9	1.0	-9.6	-71.6	-2.4	-28.4
COc1ccc2c(CNCCc3ccccc3)c(C(=O)O)[nH]c2c1	-9.2	-2.2	-4.3	-1.0	-0.8	-17.3	-4.6	-3.3
COCc1cc(=O)oc2cc(NC(=O)C3CC3)ccc12	15.5	3.0	6.2	-6.6	6.3	20.7	29.7	10.7
Cc1ccc(C)c(N(CC(=O)NCCN2CCOCC2)S(=O)(=O)c2ccccc2)c1	7.0	2.5	11.3	5.0	1.7	19.2	9.1	7.4
COc1cc(NS(=O)(=O)c2ccc(NC(=O)COc3ccc(C)cc3Br)cc2)nc(OC)n1	-5.4	0.0	-0.8	-41.8	38.0*	45.3*	3.0	25.5
O=C(CSc1nnc(Cc2cc(=O)[nH]c(=O)[nH]2)n1-c1ccc(Cl)cc1)Nc1cccc(F)c1	4.3	4.7	4.0	-2.2	-1.9	3.7	14.8	3.6
Cc1ccccc1CNC(=O)C1CCN(C2=NS(=O)(=O)c3ccccc32)CC1	5.6	1.2	9.1	5.4	-3.6	32.2*	18.3	12.1

# Part of the list above in order of count of non-hydrogen atoms, lowest first:
mol	USP28 inh	UCHL1 inh	OTUD3 inh	USP7 block	USP10 inh	USP30 block	USP8 inh	USP17 inh
c1ccc(CN2CCCn3c(nc4ccccc43)C2)nc1	-9.6	-2.3	-0.6	0.4	-3.2	1.7	-0.6	0.2
O=C(CSc1nc2ccccc2[nH]1)N1CCN(C(=O)c2ccco2)CC1	0.5	0.3	6.9	2.6	-0.1	0.9	0.7	-4.0
O=C(CSc1nnc(Cc2cc(=O)[nH]c(=O)[nH]2)n1-c1ccc(Cl)cc1)Nc1cccc(F)c1	4.3	4.7	4.0	-2.2	-1.9	3.7	14.8	3.6

# Next section:
mol	USP28 inh	UCHL1 inh	OTUD3 inh	USP7 block	USP10 inh	USP30 block	USP8 inh	USP17 inh
Cn1ccc2cc(C(=O)N3CCOCC3)ccc21	-11.0	-3.7	-1.1	-1.2	-0.9	-6.3	2.8	-0.3
COc1ccc(NC(=O)C2CCCN(S(=O)(=O)N3CCCCCC3)C2)cc1OC (stereo unspecified)	12.7	1.3	13.9	3.3	-1.0	13.0	11.0	11.7
COc1ccccc1OCC(=O)NCC(c1ccco1)N1CCOCC1 (stereo unspecified)	5.3	-2.7	3.2	0.0	-1.3	0.5	5.4	-8.7
CC[C@H](C)/C=C(C)/C=C/C1=CC2=CC(=O)[C@]3(C)OC(=O)[C@H](C(C)=O)[C@@H]3C2=CO1	-179.3	-115.8	-149.2	-109.8	-3.3	-458.9	-259.4	-164.4
O=C(COc1ccccc1O)N1CCN(C(=O)c2ccco2)CC1	4.3	-0.6	7.9	0.5	2.1	13.5	2.9	4.0
COc1ccc(COc2ccc(-n3cnnn3)cc2)cc1F	-8.5	-0.8	-3.9	-0.5	1.9	-28.6	-3.9	-7.3
Cc1ccc(CN2C(=O)C(CC(=O)Nc3ccc(F)cc3)n3c2nc2ccccc23)cc1 (stereo unspecified)	7.6	5.6	-8.7	-145.7	14.3	-0.3	0.8	12.4
CN1C[C@@H](NC(=O)c2ccc(F)cc2)C[C@H]1c1nc(-c2cccnc2)no1	-4.8	-2.0	1.8	2.3	-0.5	-4.0	8.1	-2.4

# Grouped by structure, the compounds so far containing an aryl thioether with sulfur outside any ring
mol	USP28 inh	UCHL1 inh	OTUD3 inh	USP7 block	USP10 inh	USP30 block	USP8 inh	USP17 inh
O=C(CSc1nc2ccccc2[nH]1)N1CCN(C(=O)c2ccco2)CC1	0.5	0.3	6.9	2.6	-0.1	0.9	0.7	-4.0
O=C(CSc1nnc(Cc2cc(=O)[nH]c(=O)[nH]2)n1-c1ccc(Cl)cc1)Nc1cccc(F)c1	4.3	4.7	4.0	-2.2	-1.9	3.7	14.8	3.6

# More structures
mol	USP28 inh	UCHL1 inh	OTUD3 inh	USP7 block	USP10 inh	USP30 block	USP8 inh	USP17 inh
COc1cccc(C2CC(=O)Nc3ccsc32)c1OCc1ccccc1 (stereo unspecified)	23.5	8.8	13.4	-7.0	10.5	40.7*	16.3	29.4
O=C(NCCc1c[nH]c2ccc(F)cc12)c1cn2cc(Cl)ccc2n1	6.2	0.0	0.0	0.1	1.4	-23.6	-0.7	23.8
O=C(CC1CC1)N1C[C@H](OCc2cccnc2)[C@H]2COC[C@H]21	-7.6	-1.9	-4.8	-1.7	0.5	-5.9	-5.7	0.1
CCN(CC)CCCNC(=O)/C(=C\c1ccc(OC)c(OC)c1)n1ccccc1=O	1.4	-3.2	4.0	4.3	0.5	0.7	-0.4	7.8
COc1ccc(NC(=O)c2cc(C3CC3)nc3c2cnn3C(C)C)cn1	-144.2	-43.1	-134.4	-40.7	-5.9	i	-11.9	-184.2
COc1cc(NC(=O)c2cccs2)c(OC)cc1NC(=O)CCC(=O)N1CCCC1	1.6	1.5	1.9	3.9	1.0	3.9	5.9	6.9
CCOc1ccc(C(=O)N2CCC(c3nc(C)ncc3-c3cc(C)no3)CC2)o1	15.1	0.0	12.1	4.9	1.5	36.3*	7.0	10.7
COC(=O)c1sc(SC)c(-c2ccn[nH]2)c1C	4.5	0.8	3.4	1.2	1.9	8.7	12.1	-0.2
Cc1cc(C2CCCCN2C(=O)c2ccn(C)n2)nc2ccnn12 (stereo unspecified)	0.7	-1.9	0.1	0.0	2.9	12.3	6.4	5.1
O=C1Cn2c3c(c4cccc(c42)N1)CN(Cc1ccccc1)CC3	-13.4	-3.2	-7.1	-17.1	-0.2	-28.1	-7.1	13.1
O=C(Cn1cc(S(=O)(=O)Cc2cccc(F)c2)c2ccccc21)N1CCCCCC1	1.6	0.7	0.8	-47.6	0.6	5.7	-0.1	5.1
COc1ccccc1NC(=O)C1CCCN(S(=O)(=O)c2cnc[nH]2)C1 (stereo unspecified)	-3.1	-3.1	-1.1	-1.3	0.0	9.7	5.7	12.6
CC(OC(=O)c1ccc(N(C)C)cc1)C(=O)NC1CCCC1 (stereo unspecified)	13.6	2.2	15.3	2.2	-0.3	16.3	29.3	16.8
CNc1ncccc1CN1Cc2nccn2CC1c1ccc(OC)cc1 (stereo unspecified)	-41.6	-10.1	-26.0	-10.6	-3.7	-87.8	-11.6	-42.7
O=C(Cc1nnc(-c2ccccn2)o1)NCc1cccc(Cl)c1	-10.3	1.9	2.9	0.9	-2.4	-6.1	4.8	1.5
C#CCOc1cccc(CN2CCC([C@@H]3C[C@H](C(F)(F)F)n4ncnc4N3)CC2)c1	0.0	0.1	3.8	5.0	-0.3	2.7	5.7	10.5
COc1ccc2c(C)c(CCC(=O)N3CCN(c4ccccc4F)CC3)c(=O)oc2c1	23.8	0.0	10.4	-1.3	-0.4	24.7	8.8	12.5
O=C(O)C(Cc1ccccc1)NS(=O)(=O)c1ccc2c(c1)OCCO2 (stereo unspecified)	5.8	-6.3	5.8	-5.3	-7.7	0.5	-15.7	-7.7
COc1ccc(C2CC(=O)c3cnc(NCc4ccco4)nc3C2)cc1OC (stereo unspecified)	6.1	1.3	3.5	-25.4	3.0	-17.6	2.7	-0.4
CC(C)n1nccc1NC(=O)CSc1nnc(-c2ccncc2)n1Cc1ccccc1	-22.2	-6.4	-16.5	-3.3	-9.6	-47.6	-14.4	-38.0
CC1CN(C(=O)c2cccc(C#N)c2)Cc2ccccc2N1C (stereo unspecified)	27.4	0.0	11.1	1.2	0.7	24.6	20.2	10.2
CC1(c2nccs2)CCN(C(=O)c2ccc3n[nH]nc3c2)CC1	-9.7	1.3	-11.0	3.1	0.1	-47.1	2.3	0.4
